tim10-1 inh = inhibits growth of tim10-1 mutant yeast | S. cerevisiae tim10-1 ts strain growth, BacTiter-Glo, 24 h | inhibition, % at 20 µM | 330,000 compounds, 2.2% hits;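 active = inhibition of at least 40%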;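 also: mutant grown at 25 °C; 0% = DMSO wells with yeast and 100% = wells holding no yeast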
Mdm2-MdmX inh = disrupts the human Mdm2-MdmX interaction. O15151+Q00987. SaOS-2 split-luciferase Mdm2/MdmX complementation, luminescence. inhibition, % at 8 µM. 330,000 compounds, 3% hits;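 active = inhibition of at least 50% at 8 µM in the primary screen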
Target sequence (O15151 whole entry, looked up): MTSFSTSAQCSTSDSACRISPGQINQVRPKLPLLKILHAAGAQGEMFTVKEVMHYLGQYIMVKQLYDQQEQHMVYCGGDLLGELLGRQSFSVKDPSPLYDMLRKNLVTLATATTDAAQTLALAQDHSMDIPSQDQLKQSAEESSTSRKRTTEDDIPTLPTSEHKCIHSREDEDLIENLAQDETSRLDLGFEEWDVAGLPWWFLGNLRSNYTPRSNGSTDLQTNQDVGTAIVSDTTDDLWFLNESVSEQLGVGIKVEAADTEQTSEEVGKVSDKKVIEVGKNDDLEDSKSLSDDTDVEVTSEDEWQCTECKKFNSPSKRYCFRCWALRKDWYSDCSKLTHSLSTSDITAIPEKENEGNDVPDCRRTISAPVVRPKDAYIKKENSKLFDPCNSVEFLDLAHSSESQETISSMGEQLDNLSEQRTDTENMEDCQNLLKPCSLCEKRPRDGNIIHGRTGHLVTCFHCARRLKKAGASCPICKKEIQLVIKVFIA
Target sequence (Q00987 whole entry, looked up): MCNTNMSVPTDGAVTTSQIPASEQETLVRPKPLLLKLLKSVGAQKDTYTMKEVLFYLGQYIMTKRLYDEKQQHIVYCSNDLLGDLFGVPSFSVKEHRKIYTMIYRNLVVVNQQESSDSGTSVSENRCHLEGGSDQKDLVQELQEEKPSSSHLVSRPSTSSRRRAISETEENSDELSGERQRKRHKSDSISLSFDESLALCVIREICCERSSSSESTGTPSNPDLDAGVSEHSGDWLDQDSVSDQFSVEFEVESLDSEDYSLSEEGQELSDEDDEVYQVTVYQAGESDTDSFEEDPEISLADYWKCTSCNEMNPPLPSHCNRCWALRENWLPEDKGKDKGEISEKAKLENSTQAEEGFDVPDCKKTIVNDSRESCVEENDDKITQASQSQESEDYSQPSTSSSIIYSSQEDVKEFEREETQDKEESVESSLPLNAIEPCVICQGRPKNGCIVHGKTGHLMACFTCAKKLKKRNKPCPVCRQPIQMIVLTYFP
TIM10 inh = TIM10 yeast growth inhibition. S. cerevisiae TIM10 strain growth, BacTiter-Glo luminescence, 24 h. inhibition, % at 10 µM. 330,000 compounds, 1.4% hits. AID 463195;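 active = inhibition of 40% or more at the single tested concentration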;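 also: wild-type TIM10 isogenic control strain grown at permissive 25 °C; 0% = DMSO yeast wells and 100% = minimal medium wells without yeast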
NALP3 yeast inh = NALP3 inhibition in yeast | 330,000 compounds, 0.39% hits | inhibition, % at 10 µM | AID 2825 | Yeast reconstituted NLRP3/ASC/caspase-1, beta-gal luminescence, 24 h;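 active = inhibition of 50% or more; inactive = inhibition below 50%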;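 also: plate controls were induced DMSO wells for no effect and uninduced yeast grown without galactose for full effect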
XBP1 UPR activ = adaptive UPR (XBP1) activation; CHO-XBP1 luciferase reporter, IRE1-XBP1 UPR activation, luminescence; percent of tunicamycin response, DMSO as zero; activation, % at 20 µM; 330,000 compounds, 0.33% hits; AID 463104;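 active = versus positive control, 20 µM dose yields 30% or more activation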;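 also: 100% = tunicamycin at 10 µg/mL and 0% = DMSO only wells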
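Material – CHO cell line with stable XBP1 luciferase reporter · Buffer or medium – F12 plus 10% FBS · Compound – single point, 20 µM final compound, 1% DMSO · Schedule – 16-18 h cell attachment at 37 °C, then 6 h compound exposure · Signal – Steady-Glo luminescence read · Benchmarks – high control tunicamycin 10 µg/mL final, low control DMSO vehicle only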
tim23-1 inh = inhibits growth of tim23-1 mutant yeast. S. cerevisiae tim23-1 growth, BacTiter-Glo luminescence, 24 h. inhibition, % at 20 µM. 330,000 compounds, 1.3% hits. AID 463212;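 active = growth inhibition of the mutant yeast at or above 50%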;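 also: temperature-sensitive mutant grown at 25 °C; plate controls were DMSO-treated mutant yeast for no effect and medium wells lacking yeast for full effect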
APJ agonist = activates the human apelin receptor APJ; 330,000 compounds, 0.11% hits; CHO-K1 APJ PathHunter beta-arrestin, luminescence; 0% DMSO wells, 100% apelin; P35414; activation, % at 20 µM; AID 2520;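 active = activation more than six SD over the plate average, tested at 20 µM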;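 also: 0% = DMSO alone and 100% = apelin-13 at 10 nM; some results filed as inactive read as strong as hits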
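Assay system: engineered CHO-K1 APJ arrestin reporter cells; Amount: 1000 CHO-K1 reporter cells seeded per well; Dosing: one dose, 20 µM compound, 1% DMSO; Times: compound stimulation 90 min at 25 °C, detection 60 min; Measured by: luminescent beta-gal fragment complementation, chemiluminescent substrate; Read-out: APJ–arrestin association signal; Controls: DMSO vs Apelin-13 10 nM.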
UPR CHOP act = activators of apoptotic arm of unfolded protein response (CHOP); AID 449763; activation, % at 10 µM; CHO-CHOP luciferase reporter, UPR activation, luminescence; percent of tunicamycin response over DMSO baseline; 330,000 compounds, 0.34% hits;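 active = at 10 µM dose, activation of 40% or more, normalized to positive control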;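 also: 100% = tunicamycin at 10 µg/mL and 0% = DMSO alone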
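Dosing – one dose, 10 µM in 0.5% DMSO · System – CHO-CHOP cells, stable luciferase reporter of PERK-eIF2a-CHOP signalling · Input – 500 cells/well · Control set – tunicamycin 10 µg/mL final as positive, DMSO-only wells as negative · Timing – 6 h compound treatment, 37 °C · Measure – % activation vs tunicamycin · Technique – luminescence read with Steady-Glo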
GRIN3A LBD mod = modulators (binders) of human NR3A ligand-binding domain; NR3A LBD differential scanning fluorimetry, Tm shift; 0% = protein alone, 100% = glycine-bound protein; Tm shift relative to glycine control, % at 25 µM; 340,000 compounds, 2.5% hits; AID 1259313;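 active = melting temperature shift of at least 10% of the positive control shift, at one fixed dose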
Active calls of the source: *; x = not tested or not shown.

SMILES	tim10-1 inh	Mdm2-MdmX inh	TIM10 inh	NALP3 yeast inh	XBP1 UPR activ	tim23-1 inh	APJ agonist	UPR CHOP act	GRIN3A LBD mod
C#CCOCCOCCOCCNc1nc(N2CCN(C(=O)[C@H](CCCCN)n3cc(CC(C)O)nn3)CC2)nc(N2CCN(C(=O)[C@H](CCCCN)n3cc(CC(C)O)nn3)CC2)n1 (stereo partly drawn)	7	1	5	0	0	0	0	-1.8	1
Cc1c(CNCc2cccs2)c(C(=O)O)c(C)n1Cc1ccccc1	7	7	-12	-6	-6	9	6	0.7	-2
CCOC(=O)CSc1nc2ccccc2n2c(C)nnc12	-4	0	2	11	2	11	-3	2.3	1
O=C(/C=C/c1c(F)cccc1Cl)Nc1ccncc1	10	-8	12	2	2	7	4	7.0	-8
CCN1CCC2(CC1)N=C(c1ccc(F)cc1)C(=S)N2	-4	1	-6	7	0	6	4	0.0	-1
c1ccc(CCC2CCCCN2Cc2nc(-c3ccc4c(c3)OCO4)no2)nc1 (stereo not drawn)	20	10	22	36	1	36	-6	1.6	-1
CC(OC(=O)c1ncc(Cl)c(Cl)c1Cl)C(=O)NC1CCCCC1C (stereo not drawn)	22	21	13	12	-1	41	-5	0.0	2
COc1cc(C)c(Cl)c(C)c1S(=O)(=O)NC1CC(C)(C)NC(C)(C)C1	12	36	10	5	-3	9	-1	0.0	1
CCCn1c(=O)c2c(nc(Br)n2CCC)n(C)c1=O	2	-28	-8	25	1	10	2	-1.0	-1
O=C(OC(C(=O)Nc1ccc(Cl)cc1C(F)(F)F)c1ccccc1)C1=COCCO1 (stereo not drawn)	15	4	13	-6	0	15	-2	1.3	-2
O=C(CN1CCOCC1)Nc1ccc(S(=O)(=O)NC2CCCCC2)cc1	6	-6	8	-2	1	19	-1	0.5	0
Cc1cc(C(=O)N2CCN(S(C)(=O)=O)CC2)sc1-c1ccccc1	8	-1	5	-9	-1	-7	-2	0.4	-1
COc1cc(C(=O)NCCNC(=O)c2cnccn2)cc(OC)c1OC	16	22	-2	6	0	25	2	0.0	1
Clc1ccccc1-c1nnc2sc(CCc3ccccc3)nn12	29	15	30	9	0	31	-6	-1.5	1
COc1cc(NC(=O)CCNC(=O)Cn2ccc3ccccc3c2=O)cc(OC)c1OC	-10	10	-1	-3	3	0	-1	1.6	1
Cc1ccccc1OCc1nnc(SCC(=O)Nc2ccc3nc(SCC(=O)NC(C)(C)C)sc3c2)n1C	-20	42	-16	18	-8	-21	3	-2.7	-1
Cc1nc(C(=O)N2CCCC(N3CCN(c4ccccc4C)CC3)C2)cs1 (stereo not drawn)	3	35	-8	15	-5	-17	2	-1.5	0
CCn1c(NCc2cccc(OC)c2OC)nc2ccccc21	6	-10	8	1	0	15	-2	3.1	1
CC(=O)C1=C(C)Nc2ncnn2C1c1ccc(Br)cc1 (stereo not drawn)	-1	-1	14	21	-2	18	-2	2.9	1
CC1(C(=O)NC(=S)N(CCC#N)c2ccccc2)CC1(Cl)Cl (stereo not drawn)	13	17	3	1	-2	-1	-3	-0.4	0
COc1ccc(CN2CCSCC2)c(C)c1C	-36	-39	-20	22	-3	-5	-1	2.2	0
N#Cc1c(-c2ccncc2)cc(-c2ccc(F)cc2)nc1N	-7	16	-6	-3	2	19	-1	1.3	0
COC(=O)[C@@]1(C)[C@H]2C(=O)N(C)C(=O)[C@H]2[C@H]2CN=C(SCC(=O)c3ccccc3)N21	17	-6	-3	x	6	35	x	1.7	1
Oc1ccc(-c2nc3ccccc3s2)cc1	36	-306	30	37	-1	69*	-3	1.6	15*
CCC(=O)N1CCC(c2ccc(OC)cc2)=N1	17	-4	-5	40	2	4	0	4.2	0
O=C(CC(c1ccccc1)c1ccccc1O)NCc1ccccc1Cl (stereo not drawn)	26	14	29	6	-3	23	-2	-0.8	-8
CC1CCCCC1NC(=S)NC(=O)c1ccccc1Cl (stereo not drawn)	15	17	13	4	3	44	-5	0.5	2
Cc1nn(C)c(C)c1CCC(=O)N1CCCC(Nc2ccc(C(C)C)cc2)C1 (stereo not drawn)	5	-4	11	-8	-1	3	-5	0.4	0
CC(C)=CCSc1nnc([C@@H](NC(=O)OC(C)(C)C)C(C)C)o1	20	10	17	15	-1	27	-2	-1.9	-2
CSc1nc(SCC(N)=O)c2c3c(sc2n1)CN(C)CC3	-4	0	2	-9	-1	11	-2	-1.0	0
CCOC(=O)CC(=O)Nc1cc(Cl)ccc1O	5	6	9	3	4	0	-7	-0.4	7
O=C(Cn1cnc2c(nnn2Cc2ccc(Cl)cc2)c1=O)OCc1ccccc1	-9	12	-2	1	-4	-8	2	-0.6	0
CC1CCN(C(=O)CN(Cc2ccccc2)S(C)(=O)=O)CC1	15	15	4	1	0	14	-2	1.4	-3
COc1ccc(C)cc1NC(=O)c1nn(C)c(C(=O)Nc2cc(C)ccc2OC)c1[N+](=O)[O-]	5	24	-1	16	-5	-2	-1	0.6	-8
Cc1ccc(Oc2ccc(S(=O)(=O)N3CCOCC3)cc2C(N)=O)c(-n2nc3ccccc3n2)c1	10	41	-9	10	1	17	3	-1.5	-3
COc1ccc(SC[C@H](C)CN2CC[C@H](C)CCC2=O)cc1	20	9	9	35	0	38	-1	0.9	8
Fc1cccc(CSc2nc3ncc(Cl)cc3[nH]2)c1	13	-2	-26	3	1	9	2	2.8	2
COc1ccccc1-n1cnc2cc(NS(=O)(=O)c3ccccc3)ccc21	22	-11	15	1	2	4	5	2.4	1
O=C(Nc1ccc(OCc2ccccc2)cc1)c1cccs1	-6	-113	-1	32	-2	7	-2	2.2	25*
CC1(C)CC(=O)C(C=NCCN2CCN(C3CC(=O)N(c4cccc(Br)c4)C3=O)CC2)=C(O)C1 (stereo not drawn)	9	12	6	30	2	22	-1	-1.6	1
O=C(CSc1nnnn1-c1ccc2c(c1)OCCO2)OC1CCCCC1	20	3	29	10	2	-12	6	4.6	-2
Cc1ccc(S(=O)(=O)NN=Cc2ccc(N3CCOCC3)cc2)cc1[N+](=O)[O-]	15	-5	-2	6	1	32	-2	0.9	0
Cc1ccc(C(=O)N2CCN(C34CC5CC(CC(C5)C3)C4)CC2)o1	-22	7	2	16	-3	3	1	1.7	-5
CC1CCCCN1S(=O)(=O)c1cccc(S(=O)(=O)N2CCOCC2)c1 (stereo not drawn)	12	13	-14	5	-2	19	1	-0.8	1
CCc1nnc(NS(=O)(=O)c2ccc(NCc3cc(Cl)ccc3O)cc2)s1	-10	19	-6	10	-2	0	-1	1.0	-6
Cn1c(=O)c(-c2ccccc2)c(O)c2ccccc21	-62	-8	-47	-29	0	-23	-1	-2.2	0
COc1cccc(CCNC(=O)c2ccc(C#N)cc2)c1	8	-34	-1	7	-1	8	-3	1.6	-3
Cc1ccc(Cl)cc1NC(=O)CC1NC2CCCCC2NC1=O (stereo not drawn)	0	25	9	12	-6	3	-1	0.9	0
Nc1nc(-c2ccc(Cl)cc2)nn1C(=O)c1cccnc1	0	-3	12	5	-1	24	-4	3.9	1
O=C(CSCCO)Nc1cccc([N+](=O)[O-])c1	4	17	-1	9	0	17	0	-1.2	-3
O=C(COc1ccccc1)NCC(c1ccco1)N1CCN(c2ccccc2F)CC1 (stereo not drawn)	40	22	39	-4	-1	31	-1	6.9	2
COc1cccc(OC)c1C(=O)OCC(=O)NC1CCCCCC1	13	-23	-16	13	-1	24	-1	-0.5	0
OC(CN1CCN(c2cccc(Cl)c2)CC1)C(c1ccccc1)c1ccccc1 (stereo not drawn)	5	24	21	22	-5	14	2	2.7	1
CCOC(=O)C1=C(C)NC2=C(C(=O)CCC2)C1c1cc(OC)ccc1OC (stereo not drawn)	25	-5	-7	22	-1	12	3	-1.9	-8
Cc1cccc(C(=O)NNC(=O)c2ccc(-c3ccccc3)cc2)c1	-4	-5	-8	9	-1	-1	-1	3.0	5
CC(C)(C)NC(=S)NCC1CC1	5	21	10	8	-2	-3	1	-0.2	1
CC(=O)COc1ccc2c(-c3cccc([N+](=O)[O-])c3)cc(=O)oc2c1	25	7	-17	13	0	0	2	0.2	-4
CCn1nnnc1SCC(=O)NCc1ccc2c(c1)OCO2	10	14	0	2	-3	5	-3	-1.6	-1
Cc1cccc(C(=O)OCC(=O)N2CCCCCC2)c1C	-10	-52	-1	21	-1	28	-1	2.4	0
CCC(C(=O)NCc1ccc(C)o1)n1nc(C)c2c(C)n(-c3ccccc3)nc2c1=O (stereo not drawn)	11	2	6	-9	-2	8	-3	-1.5	-3

More compounds.
SMILES	tim10-1 inh	Mdm2-MdmX inh	TIM10 inh	NALP3 yeast inh	XBP1 UPR activ	tim23-1 inh	APJ agonist	UPR CHOP act	GRIN3A LBD mod
COc1ccc(CNC(=O)c2c([S-])n(-c3ccc(C)cc3)c3cccc[n+]23)cc1	13	-3	10	11	-4	29	-3	1.0	0
O=c1cc(-c2ccccc2)c2cc(Cl)ccc2[nH]1	-23	7	-4	7	-3	-12	0	0.5	-1
N#Cc1c(NC(=O)CSc2ncccn2)oc(-c2ccccc2)c1-c1ccccc1	8	-8	10	-65	-1	9	-5	0.0	-7
O=C1C(Cl)=C(N2CCCCC2)C(=O)C(Cl)=C1c1cnc(N2CCCCC2)s1	29	31	20	13	0	-4	7	128*	-52
Cc1onc(-c2c(F)cccc2Cl)c1C(=O)NC(C)c1ccccc1 (stereo not drawn)	26	-23	2	-9	-4	11	-2	-1.4	0
COc1cc2c(cc1Cl)/C(=C\CCN(C)C)c1ccccc1S2	40*	47	17	13	1	17	-3	0.4	18*
CN1CCCN(S(=O)(=O)c2ccc(O)c(C(=O)O)c2)CC1	17	-13	9	5	1	5	1	0.3	1
COc1cc(-c2nnc(SCC(=O)OC3CCCCC3)o2)cc(OC)c1OC	22	2	-5	12	-1	21	-3	-1.4	1
Cc1c(NC(=O)c2ccc(NS(=O)(=O)c3ccc(F)c(F)c3)cc2)c(=O)n(-c2ccccc2)n1C	-5	-21	0	-7	-1	5	-3	0.9	0
Cc1ccc(C(C(=O)NC2CCCC2)N2CCc3ccccc32)cc1 (stereo not drawn)	13	-18	13	-18	-1	13	0	0.8	2

2 records drawn at random from the list so far, as already listed:
SMILES	tim10-1 inh	Mdm2-MdmX inh	TIM10 inh	NALP3 yeast inh	XBP1 UPR activ	tim23-1 inh	APJ agonist	UPR CHOP act	GRIN3A LBD mod
CN1CCCN(S(=O)(=O)c2ccc(O)c(C(=O)O)c2)CC1	17	-13	9	5	1	5	1	0.3	1
COc1ccc(CNC(=O)c2c([S-])n(-c3ccc(C)cc3)c3cccc[n+]23)cc1	13	-3	10	11	-4	29	-3	1.0	0
